Nrf2 block – Nrf2 pathway inhibition | A549 ARE-Fluc reporter, luciferase luminescence, 18-24 h | Potency, µM (top dose mostly 46 µM), for the others: top-dose activity change, negative = inhibition, most hits filed as inhibitors | 2.1% of 360,000 active; also: % is scaled to controls: 0 for no effect and ±100 for the full control effect; nearly all actives have a fitted effect of over 60% in size
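Reporter: ARE-Fluc in A549. Exposure: 18-24 h, 37 °C, 5% CO2, 5% FBS OPTI-MEM. Readouts: fluorescent cytotoxicity (CellTiter-Fluor), then luminescent Nrf2 signal after BugLite.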
HepG2 tox – HepG2 cytotoxicity, counter-screen for TGF-b inhibitors; HepG2 CAGA-GFP viability, ATP luminescence, 18 h; Potency, µM (top dose mostly 46.1 µM), for the others: top-dose activity change, negative = cytotoxicity, most hits filed as cytotoxic; 0.76% of 410,000 active; AID 588856; also: some results filed as inactive show a strong effect at the top dose
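HepG2 CAGA-GFP cells (1000/well, DMEM with 1% FBS) received compound, then TGF-beta at 500 pg/mL final, and were incubated 18 hours at 37 degrees C. Viability was read by CellTiter-Glo luminescence. Media-only wells were set as complete cell-killing and DMSO as no toxicity.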
MCF10A rerep – inducers of DNA re-replication in MCF 10A breast cells; MCF 10A DNA re-replication, Hoechst nuclear intensity, 48 h; Potency, µM (titrated, usually from 46.1 µM), for inactives: top-dose activity, positive = re-replication, actives largely listed as activators; 2.9% of 350,000 active; AID 624296; also: % of control where 0% means no effect; nearly all actives have a fitted effect of over 50% in size
A549 viability – kills or reduces viability of A549 cells in Nrf2 counter-screen | A549 ARE-Fluc cells, CellTiter-Fluor viability, 18-24 h | Potency, µM (doses to about 46 µM), for the others: at the top dose activity change, negative = cytotoxicity, hits mostly inhibitors | 0.16% of 390,000 active; also: % is scaled to controls: 0 for no effect and ±100 for the full control effect
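A549 ARE-Fluc cells in 5% FBS OPTI-MEM, 5000 cells/well, rested 2 h then exposed to compounds in concentration-response for 18-24 h at 37 °C. Viability by CellTiter-Fluor fluorescence (Ex 405/Em 525) after 30 min; luciferase luminescence (BugLite, 15 min, RT) read afterwards.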
EPAC2 antag – blocks human EPAC2 exchange factor; EPAC2 GEF exchange of Rap1B-BODIPY-GDP, fluorescence; Potency, µM (series often up to 114 µM), inactives show at the highest dose activity, negative = inhibition, usual class: inhibitors; 0.18% of 360,000 active; also: % is scaled to controls: 0 for no effect and ±100 for the full control effect; nearly all actives have a fitted effect of over 45% in size; many of its hits are not listed in these tables
Target sequence (Q8WZA2 whole entry, looked up): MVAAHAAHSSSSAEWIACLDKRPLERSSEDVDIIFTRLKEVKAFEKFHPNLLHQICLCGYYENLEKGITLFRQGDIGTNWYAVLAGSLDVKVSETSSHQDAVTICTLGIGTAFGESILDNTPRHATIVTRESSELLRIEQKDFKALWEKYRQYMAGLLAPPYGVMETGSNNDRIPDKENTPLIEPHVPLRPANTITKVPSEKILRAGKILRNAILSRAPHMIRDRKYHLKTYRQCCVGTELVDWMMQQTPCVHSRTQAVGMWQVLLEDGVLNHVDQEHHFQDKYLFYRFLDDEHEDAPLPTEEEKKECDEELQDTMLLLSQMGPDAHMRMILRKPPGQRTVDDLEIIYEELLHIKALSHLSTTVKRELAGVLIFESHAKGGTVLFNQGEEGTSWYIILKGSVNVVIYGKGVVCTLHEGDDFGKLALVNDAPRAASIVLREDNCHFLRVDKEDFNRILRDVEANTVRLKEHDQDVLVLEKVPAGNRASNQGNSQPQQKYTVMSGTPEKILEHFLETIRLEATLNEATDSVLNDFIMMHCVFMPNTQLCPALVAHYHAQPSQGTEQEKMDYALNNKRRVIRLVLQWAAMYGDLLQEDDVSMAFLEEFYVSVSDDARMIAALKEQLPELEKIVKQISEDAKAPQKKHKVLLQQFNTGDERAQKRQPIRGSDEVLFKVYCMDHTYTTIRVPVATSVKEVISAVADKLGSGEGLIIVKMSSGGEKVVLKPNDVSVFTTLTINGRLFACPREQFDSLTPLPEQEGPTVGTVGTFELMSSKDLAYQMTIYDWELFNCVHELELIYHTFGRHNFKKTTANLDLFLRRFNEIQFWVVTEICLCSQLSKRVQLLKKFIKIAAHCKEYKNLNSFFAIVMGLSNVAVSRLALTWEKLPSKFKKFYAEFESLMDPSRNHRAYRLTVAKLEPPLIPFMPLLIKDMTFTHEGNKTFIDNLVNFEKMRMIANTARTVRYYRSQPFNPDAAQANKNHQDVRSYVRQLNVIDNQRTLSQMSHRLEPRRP
ATXN viability – reduces viability in counter-screen for ATXN expression inhibitors. S2 cells (HEK-293 line with an ATXN2-luciferase reporter) viability, CellTiter-Fluor protease fluorescence, 24 h. Potency, µM (highest dose often 56.7 µM), hits mostly cytotoxic. 0.49% of 400,000 active; also: nearly all actives have a fitted effect of over 40% in size
ATXN2 expr inh – reduces ATXN2 reporter expression in HEK-293 cells. HEK-293 ATXN2-luciferase reporter, luminescence, 24 h. Potency, µM (series often up to 57 µM), for inactives: at the top dose activity change, negative = inhibition, usual class: inhibitors. 0.72% of 360,000 active. AID 1745845; also: % is scaled to controls: 0 for no effect and ±100 for the full control effect; nearly all actives have a fitted effect of over 55% in size
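qHTS (up to 57 uM final) was run with 24 h compound exposure of reporter cells at 37 °C. Each well was multiplexed: SteadyGlo luminescence measured ATXN2-luciferase expression after a fluorogenic Gly-Phe-AFC viability readout (25 uM final).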
Nrf2 ARE act – activators of Nrf2 (ARE) signaling. AREc32 ARE-luciferase reporter (MCF7-derived line), luminescence, 24 h. Potency, µM (top dose mostly 46.1 µM), for the others: top-dose activation, most hits filed as activators. 0.31% of 410,000 active; also: % of control where 0% means no effect; nearly all actives have a fitted effect of over 65% in size
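Each well held 1000 AREc32 cells, which were incubated with compound for 24 hr at 37 deg C after overnight attachment, and ARE reporter activity was quantified by firefly luciferase luminescence.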
TGFb SMAD3 inh – blocks TGF-b signaling. 1.2% of 410,000 active. HepG2 CAGA-GFP TGF-b/SMAD3 reporter, GFP fluorescence, 18 h; TGF-beta stimulated, 500 pg/mL final. Potency, µM (top dose mostly 46.1 µM), without a hit: at the highest dose activity, negative = inhibition, most hits filed as inhibitors; also: % is scaled to controls: 0 for no effect and ±100 for the full control effect; nearly all actives have a fitted effect of over 65% in size
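GFP signal (ex488/em500-530) from TGF-beta-stimulated HEPG2 CAGA-GFP cells, 500 pg/mL final, 18 h at 37 degrees C in DMEM plus 1% FBS, normalized to unstimulated and DMSO-stimulated controls.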
The depositor's hits bear a star; i = inactive; u = inconclusive; x = no result given; & = joins results of further samples; [ ] = another dose, or the depositor's remark. Calls follow the shape of the dose curve; as a rule, active = well fitted curve in the direction sought with a large enough effect; inconclusive = small, poorly fitted or top-dose-only effect, or another doubt; inactive = no such curve, though single readings can be large; an effect the other way counts as inactive or inconclusive. Potency is read from the fitted curve at half-maximal effect. These rows are one share of the data, so the mix of outcomes need not match the whole.

canonical_smiles | Nrf2 ARE act | MCF10A rerep | TGFb SMAD3 inh | ATXN2 expr inh | EPAC2 antag | A549 viability | ATXN viability | Nrf2 block | HepG2 tox
CNC(=O)COc1ccc(Nc2nnc(-c3ccc(C)c(S(N)(=O)=O)c3)c3ccccc23)cc1 | 0.0% | 6.7% | -12.8% | 12.1% | 2.9% | -2.3% | i | -5.2% | -6.3%
CCc1ccc(OCC(=O)N(Cc2ccc(OC)cc2)C2CCS(=O)(=O)C2)cc1 (configuration not stated) | 1.0% | x | u | x | x | 4.0% | x | x | -23.3%
Cc1ccc(C(=O)NC(=S)NCC(=O)c2ccccc2)cc1 | -0.2% | 12.0% | -1.6% | 11.8% | 5.7% | -3.1% | u | u | 10.1%
Nc1nonc1OCCN1CCN(c2ccc([N+](=O)[O-])c3cccnc23)CC1 | 4.0% | 4.1% | -19.5% | -26.0% | -4.4% | -23.9% | i | u | -20.0%
Cc1ccc(-c2nnc(C)c(N3CCOCC3)n2)cc1 | 3.3% | -1.0% | 34.1%[activator] | -9.7% | 2.8% | 18.7% | i | x | 1.9%
CCN(CC)c1ccc([C@H]2[C@@H]3CCCC[C@]3(O)CCN2CC(=O)NCc2ccco2)cc1 | 3.1% | -1.8% | -25.3% | -14.3% | -3.8% | -5.9% | i | -2.7% | 1.1%
Cc1ccc(CN2c3ccccc3-c3nc(SCC(=O)Nc4c(C)cc(C)cc4C)ncc3S2(=O)=O)cc1 | -0.2% | x | -12.9% | 10.3% | x | 6.9% | i | u | 0.4%
CSCCCN1CCC(n2nccc2NC(=O)CCCc2ccccc2)CC1 | -0.3% | 1.7% | -4.5% | 0.9% | 12.6% | -0.7% | i | 16.1% | 23.5%
CCCNC(=O)NC(=O)CSc1nc2cc(C(=O)OC)ccc2c(=O)n1-c1ccccc1 | -0.1% | -5.4% | 11.5% | -2.6% | 2.3% | -5.2% | i | -5.9% | -16.6%
COc1ccc(CCN2CCCC(CN(C)Cc3cc(OC)c(OC)c(OC)c3)C2)cc1 (configuration not stated) | 2.2% | u | 16.5% | -27.0% | 5.2% | -0.1% | i | 5.5% | -32.7%
Cc1ccc(C)c(NS(=O)(=O)c2cc3c4c(c2)CC(=O)N4CCC3)c1 | -0.4% | 0.9% | 5.2% | 2.3% | -6.5% | u | i | -17.8% | 0.2%
COc1ccc(N2CCN(C(=O)c3ccc(NS(=O)(=O)c4cccc(F)c4)cc3)CC2)cc1 | 0.5% | 19.4% | 1.1% | 3.1% | -2.8% | -4.7% | i | u | 4.8%
O=C(CCCn1c(=O)[nH]c2ccsc2c1=O)N1CCN(Cc2ccc3c(c2)OCO3)CC1 | -0.4% | 8.4% | -5.1% | -3.9% | 5.7% | -14.1% | i | u | -6.2%
CC1=CC(=O)N(c2cccc3c(N4C(=O)C=C(C)C4=O)cccc23)C1=O | u | u | -20.5% | -5.3% | -1.7% | -15.3% | i | -6.4% | -21.0%
COc1ccc(N(CC(=O)NC2CCCCC2)C(=O)c2ccc(C)s2)cc1OC | 1.9% | -2.1% | 7.2% | -12.4% | -8.9% | 0.8% | i | 2.6% | 14.4%
CCc1c(C)c(C#N)c2nc3ccccc3n2c1Nc1cccc(C(F)(F)F)c1 | -0.8% | x | 1.3% | 3.3% | x | 2.7% | i | 6.4% | -14.7%
O=C(Nc1cc(=O)[nH]c2ncnn12)c1ccco1 | 0.2% | -2.1% | 1.5% | x | -22.5% | 9.2% | i | 11.7% | 7.2%
CC(C)n1ncc(N2CCOCC2)c(Cl)c1=O | -0.6% | 4.6% | -0.8% | 0.9% | -4.7% | 2.8% | i | 2.2% | -9.4%
O=C(CN1C(=O)NC2(CCCc3ccccc32)C1=O)Nc1ccccc1OC(F)F (configuration not stated) | 0.2% | -1.3% | 0.4% | 2.9% | -3.1% | 0.5% | i | -0.1% | -13.2%
CCCn1c(C(C)Nc2nc(-c3cccc(Br)c3)cs2)nc2ccccc21 (configuration not stated) | 0.0% | 16.2% | -9.1% | 1.9% | 6.6% | -4.1% | u | -14.9% | -1.0%
CC(C)NC(=O)/C(C#N)=C/c1ccc2c(c1)OCCO2 | 5.5% | 13.8% | 6.2% | 38.5% | -5.6% | 2.7% | i | 1.0% | -20.9%
Cc1ccnc(NC(=O)CNC(=O)c2cccs2)c1 | 3.6% | 13.0% | 2.6% | 2.8% | 0.2% | 2.6% | i | 2.5% | 1.0%
Cc1cc2c(cc(C(=O)OCC(=O)NCc3ccco3)n2C)s1 | 6.1% | u | -19.6% | 5.3% | 10.2% | -23.2% | u | 2.8% | -12.5%
Cc1nc2nc(COc3ccccc3)[nH]n2c(=O)c1C | 0.4% | -1.9% | -4.0% | 59.1%[activator] | 5.8% | -5.1% | u | 1.4% | 3.5%
COc1ccc(C)cc1NC(=O)C(OC(=O)c1cnc(C)cn1)c1ccccc1 (configuration not stated) | 3.1% | 1.7% | 6.6% | -1.9% | -1.9% | -0.3% | i | -10.5% | -1.6%
CCC(Cn1nnc2ccccc2c1=O)NC(=O)Nc1ccc(C)cc1C (configuration not stated) | -0.4% | x | 0.0% | x | x | 2.4% | x | 18.4% | -22.8%
COc1cc(C(=O)NC(c2ccccc2)c2ccccc2)cc(Cl)c1OC | -0.2% | -2.8% | 2.6% | -1.6% | -1.0% | 13.1% | i | 7.0% | -27.8%
COc1ccccc1-n1c(SCC(=O)N2CCOCC2)nc2ccccc2c1=O | -0.2% | -3.7% | -23.9% | -9.0% | 3.3% | -12.3% | u | -5.1% | 0.9%
CCOCCCNC(=O)C1CCN(C(=O)N(C)C)CC1 | -0.1% | -6.2% | 1.4% | 4.6% | 10.5% | u | i | 1.3% | 3.6%
Cc1ccc(Sc2ncccc2/C=N/O)cc1 | 5.2% | 4.2% | -1.7% | 30.4% | -10.6% | -2.2% | u | 0.3% | -8.1%

Quoted from the results shown, 5 compounds:
canonical_smiles | Nrf2 ARE act | MCF10A rerep | TGFb SMAD3 inh | ATXN2 expr inh | EPAC2 antag | A549 viability | ATXN viability | Nrf2 block | HepG2 tox
CNC(=O)COc1ccc(Nc2nnc(-c3ccc(C)c(S(N)(=O)=O)c3)c3ccccc23)cc1 | 0.0% | 6.7% | -12.8% | 12.1% | 2.9% | -2.3% | i | -5.2% | -6.3%
CCc1ccc(OCC(=O)N(Cc2ccc(OC)cc2)C2CCS(=O)(=O)C2)cc1 (configuration not stated) | 1.0% | x | u | x | x | 4.0% | x | x | -23.3%
Cc1ccc(C(=O)NC(=S)NCC(=O)c2ccccc2)cc1 | -0.2% | 12.0% | -1.6% | 11.8% | 5.7% | -3.1% | u | u | 10.1%
Nc1nonc1OCCN1CCN(c2ccc([N+](=O)[O-])c3cccnc23)CC1 | 4.0% | 4.1% | -19.5% | -26.0% | -4.4% | -23.9% | i | u | -20.0%
Cc1ccc(-c2nnc(C)c(N3CCOCC3)n2)cc1 | 3.3% | -1.0% | 34.1%[activator] | -9.7% | 2.8% | 18.7% | i | x | 1.9%

More compounds:
canonical_smiles | Nrf2 ARE act | MCF10A rerep | TGFb SMAD3 inh | ATXN2 expr inh | EPAC2 antag | A549 viability | ATXN viability | Nrf2 block | HepG2 tox
Cc1ccsc1CN(C)c1ncnc2ccc(-c3ccoc3)cc12 | 22.5% | x | 11.2µM* | -14.7% | u | x | i | x | -42.8%
CCOC(=O)C1=C(O)/C(=C\c2ccc(O)c(OCC)c2)N=C1C | 3.5% | -4.6% | 12.5% | x | -3.9% | -1.9% | i | -29.7% | -4.1%
Cc1[nH]n(-c2cccc3ccccc23)c(=O)c1C=Nc1ccc2[nH]c(=O)[nH]c2c1 | 4.4% | -3.8% | -6.7% | -0.3% | 7.0% | 8.6% | i | x | 15.3%
CCC(=O)N1c2ccc(S(=O)(=O)NCc3cccc(OC)c3)cc2CC1C (configuration not stated) | 0.6% | x | 0.0% | 5.5% | x | 0.4% | i | u | -12.3%
Cc1nnc(SCC(=O)NC2CCCCC2C)s1 (configuration not stated) | -0.8% | -6.4% | 7.2% | x | 9.2%[57.1 µM] | -0.1% | i | 0.8% | 3.1%
COc1ccc(CC(=O)Oc2ccc(C)cc2C)cc1 | -1.0% | 11.9% | 0.5% | -3.5% | -14.1% | -8.6% | i | -17.6% | 12.0%
Clc1ccc(COn2c(-c3ccccc3)nc3ccccc32)cc1 | -0.2% | 20.6µM* | 13.7% | -16.4% | -3.2% | -17.0% | i | u | -12.0%
Cc1[nH][nH]c(=O)c1N=Nc1ccc(S(N)(=O)=O)cc1 | -0.5% | u | 1.6% | -36.2% | -10.4% | u | u | u | -16.9%
Cc1c(C(=O)NCc2ccc3c(c2)OCCO3)sc(=O)n1Cc1ccc2c(c1)OCO2 | 0.7% | x | 7.8% | -5.4% | 3.1% | x | i | x | -10.1%
COc1ccc(C(=O)N2C=Cc3ccccc3C2C(N)=O)cc1 (configuration not stated) | -0.1% | x | -6.4% | x | 1.7% | x | u | x | -8.2%
Cc1ccc(NC(=O)NCc2cccnc2)cc1 | 0.1% | -1.8% | 5.5% | 20.8% | -0.6% | -0.8% | i | 8.3% | -1.9%
Cc1ccc2nc(C)c(Cl)c(=O)n2c1 | -0.5% | -0.9% | 11.9% | -4.3% | 6.9% | u | i | 2.8% | 2.7%
Cc1cc(OCC(=O)NCCc2ccc(Cl)cc2)c2c(C)cc(=O)oc2c1 | 0.1% | 16.6% | -1.0% | -22.1% | 6.6% | -0.2% | i | -3.8% | -13.8%
COc1ccc(-c2nc3ccc(Cl)cn3c2Nc2ccc(C)cc2)cc1 | 2.6% | x | -15.4% | 14.8% | x | 1.7% | i | -15.7% | 1.4%
COc1ccc(N(CC(=O)NCc2ccc(C)cc2)S(=O)(=O)c2c(C)[nH]c(=O)[nH]c2=O)cc1 | -0.5%&1.3% | -1.4% | 7.7%&-2.5% | 4.2% | 1.1% | 0.8%&12.2% | i | -16.4%&4.2% | 1.7%&-3.5%
COc1ccccc1/C=C/C=N/N1CCN(c2ccccn2)CC1 | 10.6% | 16.3% | -7.2% | 1.9% | -0.3% | -1.6% | i | x | -0.2%
